CHX counter: counter-screen for Shiga toxin inhibitors: cycloheximide protein synthesis inhibition; cell reporter, cycloheximide protein synthesis inhibition counterscreen; max response, %; actives 12% (n = 300,000); AID 2314; in the data active = max response mostly above about 13%, no sharp cut-off; inactive = mostly below about 14%; also: read at 38.3 µM for the half of the compounds with a filed dose; 0% is about no effect
Pf growth 96h: inhibits malaria parasite growth, 96 h. P. falciparum luciferase reporter growth, 96 h. Potency, µM (titrated, usually from 28.7 µM), without a hit: at the top dose activity change, negative = inhibition, actives largely listed as inhibitors. actives 6.9% (n = 320,000); also: potency is read from the fitted curve at half-maximal effect; % is scaled to controls: 0 for no effect and ±100 for the full control effect
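Infected RBCs, 2% Hct / 0.05% parasitemia final; luciferase-reporter P. falciparum; cpd 96 h, 37 C, 5% CO2; luciferase detection reagent; luminescence.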
Pf growth 48h: P. falciparum growth inhibition at 48 hours (one generation). P. falciparum luciferase growth in erythrocytes, 48 h. Potency, µM (top dose mostly 28.7 µM), for inactives: at the top dose activity change, negative = inhibition, hits mostly inhibitors. actives 5.9% (n = 310,000); also: potency is read from the fitted curve at half-maximal effect; % is scaled to controls: 0 for no effect and ±100 for the full control effect
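In quantitative HTS format, infected erythrocytes bearing luciferase-reporter parasites were treated for a single generation at 37 C. Luminescence after adding detection reagent served as the growth measure.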
Giardia FBPA inh: blocks Giardia fructose-bisphosphate aldolase activity; A8B2U2; purified Giardia FBPA; Potency, µM (series often up to 59.6 µM), for inactives: at the top dose activity, negative = inhibition, usual class: inhibitors; actives 0.71% (n = 290,000); AID 2451; also: potency is read from the fitted curve at half-maximal effect; % is scaled to controls: 0 for no effect and ±100 for the full control effect; nearly all actives have a fitted effect of over 55% in size
Target sequence (A8B2U2 whole entry, looked up): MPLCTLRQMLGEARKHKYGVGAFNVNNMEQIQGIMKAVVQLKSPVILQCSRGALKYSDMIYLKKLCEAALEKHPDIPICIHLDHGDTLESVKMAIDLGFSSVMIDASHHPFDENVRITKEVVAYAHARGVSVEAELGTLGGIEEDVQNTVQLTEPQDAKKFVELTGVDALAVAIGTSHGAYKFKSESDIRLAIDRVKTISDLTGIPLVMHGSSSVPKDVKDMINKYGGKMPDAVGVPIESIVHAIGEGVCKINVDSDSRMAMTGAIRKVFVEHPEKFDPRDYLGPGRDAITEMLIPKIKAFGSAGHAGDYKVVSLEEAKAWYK
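Giardia FBPA (40 nM reagent) was preincubated 10 min at RT with compound (up to 57.5 uM final), then substrate plus GAPDH/TPI/NAD/arsenate coupling system with diaphorase/resazurin was added; resorufin fluorescence (525/598 nm) was read after 20 min.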
Shiga inhibitor: blocks Shiga toxin action in Vero cells; actives 9.2% (n = 290,000); inhibition, % at 38.7 µM; Vero cells, Shiga toxin protein synthesis inhibition reporter; AID 2315; in the data active = inhibition mostly above about 28%, no sharp cut-off; inactive = mostly below about 43%; also: 0% is about no effect
HCV inhibitor: HCV inhibition; Huh7.5.1 HCVcc-Cre infection, luciferase reporter, 44 h; Potency, µM (highest dose often 41.8 µM), for the others: at the highest dose activity change, negative = inhibition, actives largely listed as inhibitors; actives 3.4% (n = 340,000); AID 651820; also: potency is read from the fitted curve at half-maximal effect; % is scaled to controls: 0 for no effect and ±100 for the full control effect
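Infectious HCV cell culture screen: compound-treated cells (1,000/well, pre-plated 4 h) are infected with HCVcc-Cre at roughly 0.5 moi and grown 44 h. Infection is quantified by luciferase signal after 15 min substrate incubation at room temperature.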
Active calls of the source: *; ? = inconclusive; / = not tested or not shown; & = joins results of further samples; [ ] = another dose, or the depositor's remark. Unless noted, calls follow the shape of the dose curve; as a rule, active = well fitted curve in the direction sought with a large enough effect; inconclusive = small, poorly fitted or top-dose-only effect, or another doubt; inactive = no such curve, though single readings can be large; an effect the other way counts as inactive or inconclusive.

The opening 5 entries, ahead of the listing:
Screens in order: Shiga inhibitor, CHX counter, Pf growth 96h, Giardia FBPA inh, HCV inhibitor, Pf growth 48h
CCOc1ccccc1NC(=O)Cn1c(=O)sc2ccccc21
→ -7.9, -3.5, 4.7%, -4.3%, -2.4%, -26.6%
O=C(COC(=O)CC1CC2CCC1C2)Nc1cc([N+](=O)[O-])ccc1F (stereo unspecified)
→ -3.8, -3.0, 12.8%, -4.7%, 18.1%, 9.8%
CC(C)Oc1ccc2c(=O)cc(-c3ccccc3)oc2c1
→ /, /, -34.5%, -4.2%, /, -48.2%
COc1ccc(C)cc1NC(=O)C(=O)NNC(=O)c1ccco1
→ 11.7, -1.0, 1.85µM*, 5.3%, -13.3%, -3.2%
COc1cc(NC(=O)[C@H](C)NC(=O)N2CCn3c2nc2ccccc23)cc(OC)c1
→ -3.2, -1.6, ?, /, -1.8%, ?

The whole of this part, previewed entries included:
Screens in order: Shiga inhibitor, CHX counter, Pf growth 96h, Giardia FBPA inh, HCV inhibitor, Pf growth 48h
CCOc1ccccc1NC(=O)Cn1c(=O)sc2ccccc21
→ -7.9, -3.5, 4.7%, -4.3%, -2.4%, -26.6%
O=C(COC(=O)CC1CC2CCC1C2)Nc1cc([N+](=O)[O-])ccc1F (stereo unspecified)
→ -3.8, -3.0, 12.8%, -4.7%, 18.1%, 9.8%
CC(C)Oc1ccc2c(=O)cc(-c3ccccc3)oc2c1
→ /, /, -34.5%, -4.2%, /, -48.2%
COc1ccc(C)cc1NC(=O)C(=O)NNC(=O)c1ccco1
→ 11.7, -1.0, 1.85µM*, 5.3%, -13.3%, -3.2%
COc1cc(NC(=O)[C@H](C)NC(=O)N2CCn3c2nc2ccccc23)cc(OC)c1
→ -3.2, -1.6, ?, /, -1.8%, ?
CCOC(=O)c1c(CSc2ccccc2)n(C)c2cc(Br)c(OCC(O)CNC(CO)(CO)CO)cc12 (stereo unspecified)
→ -2.4, -3.4, 13.1µM*, 0.6%, ?, 11.7µM*
Cc1sc2nc(CN3CCOCC3)nc(N3CCOCC3)c2c1C
→ -4.6, -2.8, ?, ?, 6.4%, /
Cc1ccccc1CSc1nnnn1-c1ccc(C(N)=O)cc1
→ -4.1, -5.2, 29.3%, 6.1%, 0.6%, /
CSc1nnc(C)c(/C=C/Nc2ccc(Cl)cc2)n1
→ -8.7, -4.4, -24.8%, -9.3%, -20.7%, -18.2%
CN(C)S(=O)(=O)c1ccc(NC(=O)CN2CCN(C(c3ccccc3)c3ccccc3)CC2)cc1
→ -12.8, -4.0, ?, -0.3%, 1.3%, ?
CCOc1ccc(C(=O)O[C@H]2[C@H](Cc3ccccc3)NS(=O)(=O)[C@H]3C[C@@H]4C=C[C@]23O4)cc1
→ /, /, 4.65µM*, /, ?, 2.08µM*
COc1ccc(CCNC(=O)c2ccc(NS(=O)(=O)c3ccc4[nH]c(=O)[nH]c4c3)cc2)cc1
→ /, /, 4.8%, /, 17.2%, ?
COCCCNC(=S)Nc1cccc2ncccc12
→ -11.4, -1.3, -6.9%, ?, -16.8%, -3.0%
O=S(=O)(c1ccc(S(=O)(=O)N2CCCC2)cc1)N1CCCCC1
→ 11.5, -9.8, 10.5%, 7.1%, ?, 21.4%
Nc1ncnc2c1ncn2[C@@H]1O[C@H](CO)[C@@H](O)[C@H]1O
→ -16.4, -1.4, 5.2%&-0.4%, -4.9%&8.1%, ?, 12.0%&5.7%
Cc1cc(/C=C2/NC(=O)N(Cc3ccccc3F)C2=O)c(C)n1C(C)C
→ 27.7, 5.3, 10.4µM*, -14.4%, ?, ?
COc1ccccc1C(=O)NC(C(=O)NCCc1nc2ccccc2[nH]1)=C(C)C
→ -3.6, -8.5, ?, /, -9.3%, -22.9%
COC(=O)c1c(NC(=O)Cc2ccccc2)sc2c1C(C(=O)OC)CC2 (stereo unspecified)
→ -2.8, -1.7, 0.5%, -5.8%, ?, ?
COc1ccc(C)cc1NC(=O)c1cc(S(=O)(=O)N2CCCC2)cn1C
→ -2.8, -2.6, ?, -4.0%, -1.5%, -9.2%
O=C(CCN1CCN(C(=O)c2ccccc2)CC1)c1ccc(Br)cc1
→ -2.5, -0.2, ?, -6.0%, -8.8%, ?
COCCCNc1nc(N)c([N+](=O)[O-])c(N2CCCCCC2)n1
→ -2.1, 5.7, -81.6%, -1.7%, -11.8%, ?
O=C(Nc1nc(-c2ccc3c(c2)Cc2ccccc2-3)cs1)c1ccccc1
→ 13.3, 8.7, 33.0%[activator], 8.0%, 11.0%, 4.6%
CCN1C(=O)NC(c2cccnc2)C(C(=O)OC)=C1C (stereo unspecified)
→ -4.7, 0.3, 13.4%, 2.2%, 8.9%, 3.8%
O=C1C(Cl)=C(N2CCN(Cc3ccccc3)CC2)C(=O)N1Cc1ccccc1
→ -13.5, 1.3, -3.9%, -6.6%, ?, ?
COc1ccc(CCNC(=O)C2CCCN(c3nn4c(=O)cc(C)nc4s3)C2)cc1OC (stereo unspecified)
→ 6.5, 2.2, ?, -8.3%, 7.2%&6.6%, ?
COc1cc(C)c(Br)cc1S(=O)(=O)N1CCOCC1
→ 0.7, 3.8, /, 2.0%, 2.6%, -14.5%
COc1ccc(OC)c(C(=O)COC(=O)c2c(OC)cccc2OC)c1
→ -16.9, -1.3, -0.6%, 0.8%, 4.8%, -22.7%
Cc1ccc(S(=O)(=O)N2CC3(C)CN(S(=O)(=O)c4ccc(C)cc4)CC(C)(C2)C3)cc1
→ 1.8, -5.5, /, -0.1%, -7.9%, ?
Cc1ccc(NC(=S)NC2CC3CCC(C2)N3Cc2ccco2)cc1C (stereo unspecified)
→ -7.3, -0.9, 11.7µM*, 5.6%, -11.3%, ?
N/C(=N\OC(=O)c1cccc(Cl)c1)c1cccnc1
→ 98.6*, 47.5*, -15.6%, -3.7%, 1.2%, -19.0%
O=C(Nc1nccs1)c1cc2c(s1)CCCCC2
→ 15.2, 3.9, -48.2%, -11.8%, -18.9%, /
S=C(Nc1ccc(Br)cc1Cl)NN1CCOCC1
→ 24.9, 8.7, 44.6%[activator], -0.5%, -7.8%, 20.5%
O=C(c1ccc(S(=O)(=O)Cc2ccccc2F)c([N+](=O)[O-])c1)N1CCCC1
→ 12.9, 6.4, ?, -8.8%, 3.7%, -15.9%
O=C(NOCc1ccccc1)c1ccc(Cl)cc1Cl
→ /, /, 390.9%[activator], /, 0.1%, 203.5%[activator]
CC1(C)CC2CC(C)(CN2S(=O)(=O)c2ccc(F)cc2F)C1 (stereo unspecified)
→ /, /, 1.8%, /, -0.1%, ?
Cc1nn(-c2ccccc2)c(Cl)c1C(=O)NCCN(C)C
→ 20.4, -1.3, 18.8%, 1.8%, 12.3%, 7.1%
O=[N+]([O-])c1ccc(NCc2ccc3c(c2)OCO3)cc1
→ 46.1, 20.6*, ?, 0.8%, ?, 53.9%[activator]
COc1ccc(-c2nc(N3CCC(C)CC3)[nH]c(=O)c2C#N)cc1
→ -13.2, 6.4, /, 6.5%, 32.5%[activator], ?
CN(C)c1ccc(C(=O)/C=C/c2cccnc2)cc1
→ 82.5*, 45.8*, 7.8%, -1.0%, -3.1%, -1.9%
CC(=O)Oc1ccc(Cl)cc1/C=C/c1cc(OC(C)=O)c2ccccc2n1
→ 33.9*, 19.8*, ?, -7.4%, -9.4%, 1.65µM*
CCC(C(=O)OCC(=O)NC(=O)NC(C)(C)C)c1ccccc1 (stereo unspecified)
→ 1.8, 7.0, -1.9%, -5.5%, 0.3%, -0.1%
Cc1cc2cc(CN(Cc3cccs3)C(c3nnnn3C(C)(C)C)C(C)C)c3nnnn3c2cc1C (stereo unspecified)
→ 4.4, -2.1, ?, 5.6%, 12.7%, ?
CCc1ccc(CN2CCCC(CNS(=O)(=O)c3ccc(OC)cc3)C2)cc1 (stereo unspecified)
→ -10.4, 9.4, -0.8%, 1.4%, ?, -14.6%
Cc1ccc(C2=NC(C)(C)N=C2SCC(=O)Nc2ccc(Cl)cc2)cc1
→ 4.4, -0.3, 4.15µM*, -7.1%, ?, /
Cc1noc(C)c1C(=O)Nc1nc(-c2cc(F)ccc2F)cs1
→ /, /, 94.6%[activator], /, ?, 98.9%[activator]
O=C1NC(c2ccccc2)Oc2ccccc21 (stereo unspecified)
→ -5.3, -1.3, ?, 3.6%, 15.3%, -9.0%
O=C(CCc1nnc(CCc2ccccc2)o1)N1CCCC1c1nccs1 (stereo unspecified)
→ 24.8, 16.3*, 13.1µM*, 4.2%, 10.8%, 0.0%
C=CCNc1sc(C(=O)c2ccc(C)cc2)c(N)c1C#N
→ -10.2, -6.5, ?, -1.0%, ?, 1.4%
CC(C)C[C@H](NC(=O)N1CCn2c1nc1ccccc12)C(=O)N1CCCCC1
→ -2.8, 13.5, ?, 6.2%, 1.4%, ?
CC(=O)c1ccc(N(C(=O)Cn2nnc3ccccc32)C(C(=O)NCc2ccccc2)c2ccccn2)cc1 (stereo unspecified)
→ 76.4*, 47.4*, 6.9%, 10.0%, 5.2%, -0.9%
CC(Cn1cncn1)C(=O)N1CCN(S(=O)(=O)c2ccccc2)CC1 (stereo unspecified)
→ -4.4, -6.7, 17.6%, 18.5%, 15.2%, -7.6%
CC(=O)c1cc2ccc(O)cc2oc1=O
→ -7.8, -2.6, 40.9%, 9.0%, 16.3%, 5.2%
Cc1ccc(-c2csc3nc[nH]c(=S)c23)cc1C
→ -7.6, 0.8, 10.4µM*, 16.6%, ?, ?
Cc1ccc2c(c1)N(CC(=O)O)C(=O)CO2
→ 4.9, -3.5, -41.8%, 7.7%, 9.9%, 0.3%
O=C(/C=C/c1ccccc1)N1CCN(Cc2nc3ccccc3c(=O)[nH]2)CC1
→ -15.0, -3.6, ?, -0.3%, -24.8%, -16.3%
c1csc(-c2ccn[nH]2)c1
→ 71.5, 13.1*, 43.7%[activator], 1.8%, 24.3%, 18.9%
COc1cccc(-c2cc(C(F)(F)F)nc(-n3cncn3)n2)c1
→ 36.5, -4.4, ?, 5.0%, -28.9%, 4.2%
O=C(COC(=O)/C=C/c1ccc(F)cc1)Nc1ccc(Cl)cn1
→ 33.2, -2.9, 11.2%, 3.3%, -8.2%, 39.6%[activator]
COC(=O)c1ccccc1NC(=O)Nc1ccc(C)cn1
→ 8.3, 6.6, -3.1%[5.75 µM], -1.6%, 12.6%, 56.0%[activator]
COc1cccc(-c2nnc(N)o2)c1
→ 25.7, 10.1*, 130.7%[activator], 4.3%, 18.1%, 46.7%[activator]

(listing goes on)
Screens in order: Shiga inhibitor, CHX counter, Pf growth 96h, Giardia FBPA inh, HCV inhibitor, Pf growth 48h
O=C(Nc1ccc(OC(F)(F)F)cc1)c1n[nH]c(Cn2cncn2)n1
→ -45.2, 4.3, 82.0%[activator], -2.9%, 1.8%, 23.7%
Cc1ccc(C)c(S(=O)(=O)N2CCCCC2CCNC(=O)C(=O)NC2CCCC2)c1 (stereo unspecified)
→ /, /, ?, /, ?, ?
COc1ccc(C(=O)N2CCn3c2nc2ccccc23)cc1
→ -3.3, 15.0, 2.1%, 0.9%, 19.2%, 69.5%[activator]
CCN1CCN(C(=O)c2cc3sccc3n2CC(=O)c2ccccc2)CC1
→ -8.2, -0.6, 18.1%, 0.2%, -20.6%, -23.7%
Clc1ccc(-n2ncc3c(NCCN4CCOCC4)ncnc32)cc1
→ 121.0*, 43.3*, 0.3%, 1.5%, ?, 238.5%[activator]
CC(C)[C@H](NC(=O)c1c(F)cccc1F)C(=O)N1CCN(c2ccc(F)cc2)CC1
→ 11.9, 8.2, ?, -1.4%, -6.1%, ?
CN(C(=O)CCNC(=O)Cn1cnc2ccccc2c1=O)c1ccc(Br)cc1
→ -6.6, -3.1, -3.5%, 0.8%, 11.3%, 11.7%
O=C(CSc1ccc2ccccc2n1)Nc1ccc(N2CCOCC2)cc1
→ 48.5*, 30.7*, -1.3%, -12.6%, ?, 333.7%[activator]
Cc1ccccc1NC(=O)c1ccccc1NC(=O)CCC(=O)O
→ -3.5, 1.0, 3.9%, 4.4%, 16.2%, -15.8%

Assay outcomes deposited in PubChem by National Center for Advancing Translational Sciences (NCATS).
